MITF primary: inhibitors of human MITF; actives 0.91% (n = 650,000); O75030; AID 1259374; AlphaScreen MITF homodimerization, bead proximity signal; inhibition, % at 2.6 µM; in the data active = inhibition above about 50%;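 note: 0% = vehicle wells with protein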
Target sequence (O75030 whole entry, looked up): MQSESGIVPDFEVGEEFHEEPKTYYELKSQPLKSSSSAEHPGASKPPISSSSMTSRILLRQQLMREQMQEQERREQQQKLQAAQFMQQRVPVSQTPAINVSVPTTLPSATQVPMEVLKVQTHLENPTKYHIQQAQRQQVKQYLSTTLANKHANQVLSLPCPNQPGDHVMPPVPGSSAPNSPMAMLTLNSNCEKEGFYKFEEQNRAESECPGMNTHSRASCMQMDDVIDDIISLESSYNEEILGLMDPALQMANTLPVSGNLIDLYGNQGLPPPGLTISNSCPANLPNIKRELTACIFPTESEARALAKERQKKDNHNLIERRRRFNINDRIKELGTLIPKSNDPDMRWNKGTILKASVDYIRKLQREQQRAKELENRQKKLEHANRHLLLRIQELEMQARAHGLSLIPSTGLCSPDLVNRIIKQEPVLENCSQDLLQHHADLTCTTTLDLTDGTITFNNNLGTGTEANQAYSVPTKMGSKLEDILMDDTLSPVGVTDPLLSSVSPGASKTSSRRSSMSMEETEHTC
GPR151 ag: activators of human GPR151 | Q8TDV0 | PathHunter beta-arrestin GPR151 cells, luminescence | activation, % at 11.2 µM | actives 1% (n = 650,000); in the data active = activation above about 4.9%;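 note: 0% = median of compound wells and 100% = cells with positive control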
Target sequence (Q8TDV0 whole entry, looked up): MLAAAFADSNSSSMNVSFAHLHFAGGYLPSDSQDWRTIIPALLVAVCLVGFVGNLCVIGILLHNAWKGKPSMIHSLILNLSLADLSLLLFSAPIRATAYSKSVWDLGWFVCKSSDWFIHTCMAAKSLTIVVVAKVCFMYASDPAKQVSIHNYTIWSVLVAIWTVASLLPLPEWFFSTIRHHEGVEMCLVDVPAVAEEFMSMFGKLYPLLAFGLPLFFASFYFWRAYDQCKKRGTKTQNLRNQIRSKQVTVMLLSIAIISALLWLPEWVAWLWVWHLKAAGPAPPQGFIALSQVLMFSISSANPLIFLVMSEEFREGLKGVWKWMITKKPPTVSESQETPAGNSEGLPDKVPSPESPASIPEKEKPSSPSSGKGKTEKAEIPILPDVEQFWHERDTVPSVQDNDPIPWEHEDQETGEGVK
TEAD-YAP inh: TEAD-YAP interaction inhibition. actives 1.4% (n = 640,000). HEK-TIYL cells, TEAD-Gal4/YAP UAS-luciferase luminescence. inhibition, % at 9.12 µM; in the data active = inhibition above about 32%;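 note: 0% = median of test compound wells and 100% = reference inhibitor wells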
FBW7 act: human FBW7 E3 ligase activation, primary screen; AlphaScreen FBW7–phospho-cyclin E peptide binding, activator screen; normalized activity (activation), % at 26.1 µM; actives 0.13% (n = 650,000); AID 1259310; in the data active = normalized activity above about 1.9%;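 note: purified mutant Fbw7 with reduced substrate affinity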
* hit, by the source's call.

O=C(Cn1ncc2c(=O)oc3ccccc3c21)N1CCCN(Cc2ccccc2F)C1 was read as MITF primary -11.1, GPR151 ag -0.1, TEAD-YAP inh -10.6 and FBW7 act -0.1.
COc1ccc2[nH]c(C)c(-c3csc(N)n3)c2c1 was read as MITF primary -5.6, GPR151 ag 0.4, TEAD-YAP inh -1.6 and FBW7 act 0.0.
O=C(CSc1ncnc2c1nnn2Cc1ccc(F)cc1)c1ccc(Cl)cc1 was read as MITF primary -1.2, GPR151 ag 1.7, TEAD-YAP inh -4.2 and FBW7 act 0.1.
CCCOC(=O)CCCCC1SCC(NC(=O)c2ccccc2)C1NC(=O)c1ccccc1 (centres undefined) was read as MITF primary 7.0, GPR151 ag 0.8, TEAD-YAP inh 7.1 and FBW7 act 0.0.
For COC(=O)C1CCN(Cc2ccc3c(c2)CN(C(=O)c2ccoc2)CCO3)CC1 the results were MITF primary 1.5, GPR151 ag -0.9, TEAD-YAP inh 0.5 and FBW7 act -0.2.
`Cc1c(C(=O)N/N=C/c2ccncc2)no[n+]1[O-]` gave MITF primary 10.3, GPR151 ag -1.0, TEAD-YAP inh 13.7 and FBW7 act 0.6.
C/C(=N\NC(=O)COc1cc(C)cc(C)c1)c1ccccc1 was read as MITF primary 4.1, GPR151 ag -1.1, TEAD-YAP inh 13.5 and FBW7 act 0.2.
For Cc1cc(C)n2cc(CSc3nnc(-c4ccccc4)o3)nc2n1 the results were MITF primary -8.1, GPR151 ag -0.7, TEAD-YAP inh -1.3 and FBW7 act 0.1.
Screening COC(=O)c1ccccc1NC(=O)Cn1ncc2c1-c1cc(C)ccc1OC2 returned MITF primary 16.8, GPR151 ag 0.5, TEAD-YAP inh 2.6 and FBW7 act 0.7.
Cc1ccc(C(=O)Nc2nc3c(s2)CN(C)CC3)cc1C was read as MITF primary 11.2, GPR151 ag -1.8, TEAD-YAP inh -67.3 and FBW7 act 0.0.
For COc1ccc(C(C)C)cc1-c1cnc2ccc(NCCc3ccccn3)nn12 the results were MITF primary -16.8, GPR151 ag -0.5, TEAD-YAP inh -0.9 and FBW7 act -0.5.
Screening CC(C)[C@@H](Cn1nc(-c2cccs2)ccc1=O)NC(=O)c1cc2ccccc2oc1=O returned MITF primary -4.3, GPR151 ag 0.6, TEAD-YAP inh 4.8 and FBW7 act -0.1.
For CC(Oc1ccc(C(C)(C)C)cc1)C(=O)Nc1ccccc1C(N)=O (centres undefined) the results were MITF primary -1.8, GPR151 ag 1.1, TEAD-YAP inh -8.1 and FBW7 act -0.1.
`CC(C)n1c(Nc2ccccn2)nc2c(NCCc3ccc(O)cc3)ncnc21` gave MITF primary -0.2, GPR151 ag -2.6, TEAD-YAP inh 12.0 and FBW7 act -0.2.
C=CCNC(=S)Nc1ccc(C)c(C)c1 was read as MITF primary 7.9, GPR151 ag 0.6, TEAD-YAP inh 1.7 and FBW7 act 0.1.
Cc1cc(OCC(O)CN2CCN(C)CC2)ccc1Cl (centres undefined) was read as MITF primary 19.4, GPR151 ag -1.7, TEAD-YAP inh -4.5 and FBW7 act 0.0.
CCOC(=O)CC(C)(O)c1ccccc1 (centres undefined) was read as MITF primary 0.5, GPR151 ag 2.1, TEAD-YAP inh -4.6 and FBW7 act -0.1.
CCC(c1nnnn1Cc1cccs1)N1CCN(c2nc3ccccc3s2)CC1 (centres undefined) was read as MITF primary 7.7, GPR151 ag -0.4, TEAD-YAP inh 2.1 and FBW7 act 0.0.
Screening COc1ccc([C@@H]2CN(C(=O)c3n[nH]c4c3CCCC4)C[C@H]2C(=O)O)cc1 returned MITF primary 13.3, GPR151 ag 0.4, TEAD-YAP inh 4.6 and FBW7 act 0.0.
COCCn1c(-c2cccc(OC)c2)nc(=S)c2c1CCCC2 was read as MITF primary 7.5, GPR151 ag -0.7, TEAD-YAP inh 14.8 and FBW7 act 0.1.
For C=CCN(c1ccc(C(=O)NCc2ccco2)cc1)S(C)(=O)=O the results were MITF primary 11.6, GPR151 ag 0.1, TEAD-YAP inh 1.9 and FBW7 act -0.1.
Screening O=C(COc1ccc(Cl)cc1[N+](=O)[O-])N/N=C/c1cccc(O)c1 returned MITF primary 18.0, GPR151 ag 0.5, TEAD-YAP inh 5.7 and FBW7 act 0.1.
C/C(=N/NC(=O)c1nc2nc(C)cc(C)n2n1)c1ccccc1 was read as MITF primary 15.4, GPR151 ag -0.1, TEAD-YAP inh 4.8 and FBW7 act 0.1.
For COCCC(=O)Nc1ccc2c(c1)CN(Cc1coc3ccccc3c1=O)CC2 the results were MITF primary 9.1, GPR151 ag -0.9, TEAD-YAP inh -18.5 and FBW7 act 0.1.
COc1ccc(C2C(C(=O)Nc3cccc(C)n3)=C(C)NC3=C2C(=O)CC(C)(C)C3)cc1 (centres undefined) was read as MITF primary -3.3, GPR151 ag -0.6, TEAD-YAP inh 3.4 and FBW7 act 0.2.
Screening COc1cccc(NC(=O)Cc2ccc(Br)cc2)c1 returned MITF primary -3.7, GPR151 ag 0.4, TEAD-YAP inh -19.8 and FBW7 act 0.1.
`Cc1ccc(-n2c(C)cc(C=O)c2C)cc1C` gave MITF primary 12.6, GPR151 ag 0.6, TEAD-YAP inh -1.6 and FBW7 act -0.1.
`O=C(NNC(=O)C1CC1)c1nc(-c2ccccc2)n(-c2ccccc2)n1` gave MITF primary 12.2, GPR151 ag -0.8, TEAD-YAP inh 0.8 and FBW7 act 0.0.
Screening CC(C)=CCCC1=CCC(/C(C)=N/NC(N)=O)CC1 (centres undefined) returned MITF primary 17.6, GPR151 ag 0.3, TEAD-YAP inh -3.3 and FBW7 act 0.2.
Screening CSc1nnc(NC(=O)c2ccccc2Cl)s1 returned MITF primary 22.0, GPR151 ag -10.5, TEAD-YAP inh 38.5* and FBW7 act 0.1.
`COCCCNC(=O)c1nn(-c2cccc(OC)c2)c(=O)c2ccccc12` gave MITF primary 13.8, GPR151 ag 0.4, TEAD-YAP inh 7.6 and FBW7 act 0.0.
`Cc1c2cnn(-c3ccccc3)c(=O)c2c(C)n1CCCC(=O)NCCCN1CCCC1=O` gave MITF primary 7.8, GPR151 ag -0.7, TEAD-YAP inh 4.2 and FBW7 act 0.1.
`COc1ccc(-c2csc(NC(=S)NC(=O)c3ccco3)n2)cc1OC` gave MITF primary -1.2, GPR151 ag 0.4, TEAD-YAP inh -4.6 and FBW7 act 0.0.
Screening CCc1ccc(C(=O)CN2CCSC2=N)cc1 returned MITF primary 3.7, GPR151 ag -1.0, TEAD-YAP inh -41.9 and FBW7 act -0.2.
For CCOC(=O)C1=C(C)N=c2s/c(=C\c3cc(C)n(-c4ccc(I)c(C)c4)c3C)c(=O)n2C1c1ccc(C)cc1 (centres undefined) the results were MITF primary 9.4, GPR151 ag -1.1, TEAD-YAP inh 4.8 and FBW7 act 0.9.
Cc1cc(NC(=O)Cn2c3ccccc3c(=O)c3ccccc32)no1 was read as MITF primary -5.3, GPR151 ag -1.2, TEAD-YAP inh 3.4 and FBW7 act -0.1.

Filtered by structure, the compounds so far containing fluorine (two)
O=C(Cn1ncc2c(=O)oc3ccccc3c21)N1CCCN(Cc2ccccc2F)C1 was read as MITF primary -11.1, GPR151 ag -0.1, TEAD-YAP inh -10.6 and FBW7 act -0.1.
O=C(CSc1ncnc2c1nnn2Cc1ccc(F)cc1)c1ccc(Cl)cc1 was read as MITF primary -1.2, GPR151 ag 1.7, TEAD-YAP inh -4.2 and FBW7 act 0.1.

Returning to the listing; the three compounds before the break are reprinted first.
Screening CCc1ccc(C(=O)CN2CCSC2=N)cc1 returned MITF primary 3.7, GPR151 ag -1.0, TEAD-YAP inh -41.9 and FBW7 act -0.2.
For CCOC(=O)C1=C(C)N=c2s/c(=C\c3cc(C)n(-c4ccc(I)c(C)c4)c3C)c(=O)n2C1c1ccc(C)cc1 (centres undefined) the results were MITF primary 9.4, GPR151 ag -1.1, TEAD-YAP inh 4.8 and FBW7 act 0.9.
Cc1cc(NC(=O)Cn2c3ccccc3c(=O)c3ccccc32)no1 was read as MITF primary -5.3, GPR151 ag -1.2, TEAD-YAP inh 3.4 and FBW7 act -0.1.
CCOC(=O)c1sc2nc(SCc3csc4ccc(Cl)cc34)n(Cc3ccco3)c(=O)c2c1C was read as MITF primary 0.3, GPR151 ag 0.5, TEAD-YAP inh 2.4 and FBW7 act 0.0.
Screening C=CCc1cccc(/C=N/NS(=O)(=O)c2ccc(C)cc2)c1O returned MITF primary 8.4, GPR151 ag 0.1, TEAD-YAP inh -0.5 and FBW7 act -0.1.
CC1CC(C)CN(Cc2nc3c(c(=O)n(C)c(=O)n3C)n2CC(N)=O)C1 (centres undefined) was read as MITF primary 8.0, GPR151 ag 1.0, TEAD-YAP inh 7.3 and FBW7 act 0.1.
For NC(=O)c1ccc(-c2cncc(C(=O)NCc3cccnc3)c2)cc1 the results were MITF primary -2.0, GPR151 ag -0.1, TEAD-YAP inh 0.1 and FBW7 act 0.1.
For COc1ccc(Cc2cnc(NC(=O)c3ccccc3[N+](=O)[O-])s2)cc1 the results were MITF primary 2.4, GPR151 ag -0.8, TEAD-YAP inh -4.8 and FBW7 act -0.1.
Screening CCC(C)(C(=O)NC1CCCCC1)N(CC1CCCO1)C(=O)C1CCC(=O)N1 (centres undefined) returned MITF primary -8.4, GPR151 ag 0.7, TEAD-YAP inh 6.6 and FBW7 act -0.1.
`CCOC(=O)C1(CCCc2ccccc2)CCN(C(=O)C2CCCO2)CC1` (centres undefined) gave MITF primary 4.1, GPR151 ag -0.4, TEAD-YAP inh -7.2 and FBW7 act 0.5.
`COc1cccc2cc(C(=O)Nc3ccccc3F)c(=Nc3ccc(C(=O)O)cc3)oc12` gave MITF primary -8.0, GPR151 ag 3.6, TEAD-YAP inh -31.3 and FBW7 act -0.1.
Screening Cc1cc(OCC(=O)O)c2c(-c3ccccc3)cc(=O)oc2c1 returned MITF primary -4.1, GPR151 ag -0.4, TEAD-YAP inh -4.7 and FBW7 act -0.1.
Cc1ccc(-c2nc3cc(NC(=O)c4ccc(OCC(C)C)cc4)ccc3o2)c(C)c1 was read as MITF primary 6.3, GPR151 ag 1.6, TEAD-YAP inh -4.2 and FBW7 act 0.0.
`N#Cc1ccc(-c2ccc3c(c2)COC2(CCNCC2)O3)cc1` gave MITF primary 14.5, GPR151 ag -0.1, TEAD-YAP inh 2.1 and FBW7 act 1.1.
For O=c1[nH]cnc2scc(C3COc4ccccc4O3)c12 (centres undefined) the results were MITF primary 7.7, GPR151 ag 0.7, TEAD-YAP inh -21.1 and FBW7 act -0.1.
For CC(=O)Nc1nnc(SCc2cc(=O)c(OC(=O)c3cccc([N+](=O)[O-])c3)co2)s1 the results were MITF primary 14.3, GPR151 ag -0.4, TEAD-YAP inh 17.9 and FBW7 act -0.1.
CSc1ccccc1-n1nnnc1SCC(=O)NCc1cccs1 was read as MITF primary 1.1, GPR151 ag 0.2, TEAD-YAP inh -9.8 and FBW7 act 0.0.
Screening COc1ccccc1/C=C/C1=NC(=C\c2ccccc2Cl)/C(=O)O1 returned MITF primary -7.7, GPR151 ag 0.4, TEAD-YAP inh 2.1 and FBW7 act 0.1.
For Cc1cccc2cc(CN(CCCO)S(=O)(=O)c3ccc(F)cc3)c(=O)[nH]c12 the results were MITF primary -1.3, GPR151 ag 0.7, TEAD-YAP inh -0.5 and FBW7 act -0.1.
Screening CCCCC(O)(CCCC)C1=NN(c2ccccc2)C(=O)C(c2ccccc2)(c2ccccc2)O1 returned MITF primary -8.5, GPR151 ag -0.3, TEAD-YAP inh -7.9 and FBW7 act 0.6.
`CCSc1nnc(NC(=O)Cc2ccc([N+](=O)[O-])cc2)s1` gave MITF primary -3.3, GPR151 ag 0.8, TEAD-YAP inh 3.3 and FBW7 act -0.1.
`O=C(Nc1ccc2c(c1)Cc1ccccc1-2)c1ccco1` gave MITF primary -15.7, GPR151 ag -0.8, TEAD-YAP inh -60.4 and FBW7 act -0.3.
N#CCCN(CCC#N)C(=O)CSc1ccccc1 was read as MITF primary 7.1, GPR151 ag -0.3, TEAD-YAP inh -15.3 and FBW7 act -0.1.
CC(C)(C)NCc1cccn1-c1sc2c(c1C#N)CCCC2 was read as MITF primary 24.9, GPR151 ag -0.9, TEAD-YAP inh -3.9 and FBW7 act -0.2.
`Cn1c(CNC(=O)c2cccc(F)c2)nnc1SCC(=O)N1N=C(c2cccs2)CC1c1ccc(F)cc1` (centres undefined) gave MITF primary 1.6, GPR151 ag 0.1, TEAD-YAP inh -3.9 and FBW7 act 0.0.
For CCCS(=O)(=O)N1CCN(Cc2ccc(OC)cc2)CC1 the results were MITF primary 47.0, GPR151 ag 1.7, TEAD-YAP inh -5.9 and FBW7 act -0.1.
For COc1ccc(S(=O)(=O)NCC(c2ccco2)N2CCN(c3ccccc3)CC2)cc1 (centres undefined) the results were MITF primary -5.5, GPR151 ag 0.8, TEAD-YAP inh 3.6 and FBW7 act 0.0.
`COC(=O)c1c(NC(=O)c2ccc(F)cc2)sc(Cc2ccccc2)c1C` gave MITF primary -4.3, GPR151 ag 0.4, TEAD-YAP inh 2.7 and FBW7 act -0.1.
Screening Cc1ccc(NC(=O)CC(C(=O)O)N2CCN(C)CC2)cc1C (centres undefined) returned MITF primary 11.0, GPR151 ag 0.7, TEAD-YAP inh 3.6 and FBW7 act 0.2.
Screening O=C1NC(c2ccccc2[N+](=O)[O-])C(C(=O)c2cccnc2)C(O)(C(F)(F)F)N1 (centres undefined) returned MITF primary 0.8, GPR151 ag 0.9, TEAD-YAP inh 1.6 and FBW7 act 0.2.
Cc1ccc(CN2CCNC(=O)C2CC(=O)N(C)CCc2ccccn2)o1 (centres undefined) was read as MITF primary -7.7, GPR151 ag 0.4, TEAD-YAP inh 3.0 and FBW7 act 0.2.
CCc1nnc(NC(=O)c2nc(SC)ncc2Cl)s1 was read as MITF primary 3.8, GPR151 ag -0.8, TEAD-YAP inh -3.5 and FBW7 act -0.1.
